ATXN2 expr inh: reduces ATXN2 reporter expression in HEK-293 cells | HEK-293 ATXN2-luciferase reporter, luminescence, 24 h | Potency, µM (highest dose often 57 µM), without a hit: at the top dose activity change, negative = inhibition, actives largely listed as inhibitors | 360,000 compounds, 0.72% hits; note: % is set by controls: 0 for no effect and ±100 for the full control effect; nearly all actives have a fitted effect of over 55% in size
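qHTS (up to 57 uM final) was run with 24 h compound exposure of reporter cells at 37 °C. Each well was multiplexed: SteadyGlo luminescence measured ATXN2-luciferase expression after a fluorogenic Gly-Phe-AFC viability readout (25 uM final).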
ATXN viability: reduces viability in counter-screen for ATXN expression inhibitors | Potency, µM (titrated, usually from 56.7 µM), usual class: cytotoxic | S2 cells (HEK-293 line with an ATXN2-luciferase reporter) viability, CellTiter-Fluor protease fluorescence, 24 h | 400,000 compounds, 0.49% hits; note: nearly all actives have a fitted effect of over 40% in size
EPAC2 antagonist: EPAC2 (human) antagonism; Q8WZA2; EPAC2 GEF exchange of Rap1B-BODIPY-GDP, fluorescence; Potency, µM (titrated, usually from 114 µM), for inactives: at the top dose activity, negative = inhibition, actives largely listed as inhibitors; 360,000 compounds, 0.18% hits; note: % is set by controls: 0 for no effect and ±100 for the full control effect; nearly all actives have a fitted effect of over 45% in size; many of its hits are not listed in these tables
Target sequence (Q8WZA2 whole entry, looked up): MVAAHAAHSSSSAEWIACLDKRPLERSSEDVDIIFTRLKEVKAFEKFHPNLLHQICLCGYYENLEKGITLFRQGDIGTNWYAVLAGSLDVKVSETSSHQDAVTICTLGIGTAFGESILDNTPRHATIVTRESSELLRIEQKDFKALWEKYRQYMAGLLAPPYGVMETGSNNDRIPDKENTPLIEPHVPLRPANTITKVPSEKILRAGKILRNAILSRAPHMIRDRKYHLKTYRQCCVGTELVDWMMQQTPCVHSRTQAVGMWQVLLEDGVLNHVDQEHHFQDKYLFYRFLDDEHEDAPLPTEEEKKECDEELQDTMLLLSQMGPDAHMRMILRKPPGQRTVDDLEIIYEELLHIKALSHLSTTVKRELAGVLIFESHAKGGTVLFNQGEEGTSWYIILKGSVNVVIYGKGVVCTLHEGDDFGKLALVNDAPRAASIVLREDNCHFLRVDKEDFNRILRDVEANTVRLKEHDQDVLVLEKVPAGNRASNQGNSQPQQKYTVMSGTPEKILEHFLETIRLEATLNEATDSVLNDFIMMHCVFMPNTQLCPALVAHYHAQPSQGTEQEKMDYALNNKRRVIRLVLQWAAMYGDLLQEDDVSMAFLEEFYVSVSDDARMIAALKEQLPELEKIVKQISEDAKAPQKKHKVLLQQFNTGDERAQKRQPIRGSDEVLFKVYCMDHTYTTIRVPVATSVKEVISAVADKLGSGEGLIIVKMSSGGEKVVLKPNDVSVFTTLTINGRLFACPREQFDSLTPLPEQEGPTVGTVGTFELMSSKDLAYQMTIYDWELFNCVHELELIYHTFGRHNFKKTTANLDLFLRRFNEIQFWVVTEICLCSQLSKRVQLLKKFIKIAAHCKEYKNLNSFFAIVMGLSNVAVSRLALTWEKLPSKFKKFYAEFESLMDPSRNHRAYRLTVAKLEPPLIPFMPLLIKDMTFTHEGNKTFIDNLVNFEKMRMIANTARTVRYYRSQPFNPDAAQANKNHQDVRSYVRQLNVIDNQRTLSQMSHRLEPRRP
TGFb SMAD3 inh: blocks TGF-b signaling. Potency, µM (top dose mostly 46.1 µM), without a hit: at the top dose activity, negative = inhibition, hits mostly inhibitors. HepG2 CAGA-GFP TGF-b/SMAD3 reporter, GFP fluorescence, 18 h; TGF-beta stimulated, 500 pg/mL final. 410,000 compounds, 1.2% hits. AID 588855; note: % is set by controls: 0 for no effect and ±100 for the full control effect; nearly all actives have a fitted effect of over 65% in size
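TGF-beta reporter screen: HEPG2 CAGA-GFP, 1% FBS, 500 pg/mL TGF-beta final, 18 h; per-cell GFP summed per well; curves fitted and categorized by class.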
MCF10A rereplic: inducers of DNA re-replication in MCF 10A breast cells | MCF 10A DNA re-replication, Hoechst nuclear intensity, 48 h | Potency, µM (highest dose often 46.1 µM), for inactives: at the highest dose activity, positive = re-replication, most hits filed as activators | 350,000 compounds, 2.9% hits | AID 624296; note: % of control where 0% means no effect; nearly all actives have a fitted effect of over 50% in size
Nrf2 ARE act: Nrf2 pathway activation; AREc32 ARE-luciferase reporter (MCF7-derived line), luminescence, 24 h; Potency, µM (series often up to 46.1 µM), inactives show at the top dose activation, most hits filed as activators; 410,000 compounds, 0.31% hits; AID 624171; note: % of control where 0% means no effect; nearly all actives have a fitted effect of over 65% in size
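AREc32 cells carrying an ARE-driven firefly luciferase reporter were seeded at 1000 cells/well in OPTI-MEM with 5% FBS, then exposed to compound for 24 hr at 37 deg C. Luminescence was read with Steady-Glo after 30 min at RT.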
HepG2 tox: counter-screen for TGF-b inhibitors: cytotoxicity in HepG2 cells | Potency, µM (top dose mostly 46.1 µM), without a hit: at the top dose activity change, negative = cytotoxicity, most hits filed as cytotoxic | 410,000 compounds, 0.76% hits | AID 588856 | HepG2 CAGA-GFP viability, ATP luminescence, 18 h; note: some results filed as inactive show a strong effect at the top dose
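CellTiter-Glo luminescence gave cytotoxicity after 18 hours at 37 degrees C. The cells were HepG2 CAGA-GFP in 1% FBS DMEM, stimulated with 500 pg/mL TGF-beta after compound addition. %Activity was normalised to no-cell wells (complete cell-killing) and DMSO (no toxicity), and curves were fitted and classified.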
Nrf2 block: Nrf2 pathway inhibition; A549 ARE-Fluc reporter, luciferase luminescence, 18-24 h; Potency, µM (top dose mostly 46 µM), inactives show top-dose activity change, negative = inhibition, usual class: inhibitors; 360,000 compounds, 2.1% hits; AID 504444; note: % is set by controls: 0 for no effect and ±100 for the full control effect; nearly all actives have a fitted effect of over 60% in size
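A549 ARE_Fluc cells (5000/well, 5% FBS OPTI-MEM) pre-incubated 2 h, then treated with compounds 18-24 h at 37C/5% CO2 in concentration-response. CellTiter-Fluor viability read first; BugLite luciferase luminescence after 15 min at room temperature gives Nrf2 activity.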
A549 viability: counter-screen for Nrf2 inhibitors: cytotoxicity in A549 cells | A549 ARE-Fluc cells, CellTiter-Fluor viability, 18-24 h | Potency, µM (top dose mostly 46 µM), for the others: at the highest dose activity change, negative = cytotoxicity, hits mostly inhibitors | 390,000 compounds, 0.16% hits | AID 504648; note: % is set by controls: 0 for no effect and ±100 for the full control effect
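Cytotoxicity counterscreen: CellTiter-Fluor fluorescence was measured in A549 ARE_Fluc cells after 18-24 h of compound exposure in a concentration series. The subsequent BugLite luminescent read reports ARE-luciferase activity.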
* marks the source's active call; other numbers are inactive results; i = inactive; ? = inconclusive; / = no result given; & = joins results of further samples; [ ] = dose if it differs, or a comment. Calls come from the whole dose curve; as a rule, active = well fitted curve in the direction sought with a large enough effect; inconclusive = small, poorly fitted or top-dose-only effect, or another doubt; inactive = no such curve, though single readings can be large; an effect the other way counts as inactive or inconclusive. Potency is the fitted concentration of half-maximal effect. A portion of the library; rates above refer to the full screens.

Below each SMILES: ATXN2 expr inh, ATXN viability, EPAC2 antagonist, TGFb SMAD3 inh, MCF10A rereplic, Nrf2 ARE act, HepG2 tox, Nrf2 block, A549 viability
- CC(=O)c1ccc(N2CCN(c3ccc(NC(=O)c4cccs4)cc3C(=O)O)CC2)cc1
    5%, i, /, ?, /, -0.4%, -3%, /, 2%
- Cc1ccccc1N=C1C(=O)Nc2ccccc21
    -11%, i, -3%, ?, -2%, -0.5%, -1%, -5%, 10%
- CCOc1ccc(-n2c(Cc3cc(=O)[nH]c(=O)[nH]3)nnc2SCC(=O)NC2CCCC2)cc1
    -7%, i, 18%, 18%, 0%, 0.6%, -4%, 4%, 4%
- CCOC(=O)C(=CNCC(=O)OC)C(=O)OCC
    -18%, i, -6%, 14%, 5%, -0.6%, 2%, /, 5%
- O=C1CCC(C(=O)N2CCN(c3ccccc3Cl)CC2)CN1CC1CCCCC1 (configuration not stated)
    -5%, i, -6%, ?, ?, 2.9%, -5%, -12%, 2%
- Cc1ccc(S(=O)(=O)NCCC(=O)N2CCN(c3cccc(Cl)c3)CC2)cc1C
    -30%, i, -9%, ?, 2%, -0.4%, 1%, ?, -3%
- CC(C(=O)Nc1ccc2c(c1)OCO2)N1CCC(N2CCCCC2)CC1 (configuration not stated)
    /, ?, 1%, 2%, 8%, 0.0%, -12%, 3%, -4%
- COC(=O)c1oc2ccccc2c1-n1cccc1
    5%, i, 9%, -4%, 20%, 3.0%, 2%, ?, 4%
- O=C(NCc1ccccc1)C(=O)NCC1OCCN1S(=O)(=O)c1ccc([N+](=O)[O-])cc1 (configuration not stated)
    /, i, -5%, -18%, 1%, -0.4%, -11%, -12%, -1%
- Cc1ccc(NC(=S)N(Cc2cccs2)Cc2cc3cc(C)ccc3[nH]c2=O)cc1
    73%[activator], ?, -2%, ?, 16%, -0.4%, 23%, ?, -14%
- COc1ccc(CN2CCNC(=O)C2CC(=O)NCc2cn[nH]c2-c2ccccc2)c(F)c1 (configuration not stated)
    -3%, i, -3%, -14%, 0%, -0.1%, -16%, 8%, 3%
- CN(C)c1nc(N)nc(Cn2nnc(-c3ccc(C(F)(F)F)cc3)n2)n1
    -25%, i, 17%, ?, 9%, -0.5%, -23%, 0%, -1%
- CCc1ccc(OCC(=O)Nc2ccc3[nH]ncc3c2)cc1
    /, i, 2%, ?, 18%, 0.2%, -1%, -7%, 10%
- Oc1ccccc1C=NC(c1ccccc1)C(O)c1ccccc1 (configuration not stated)
    -3%, i, -28%, -3%, 3%, -0.1%, 4%, 4%, -3%
- CN1CCN(C(=O)/C(=C\c2ccc3c(c2)OCO3)NC(=O)c2cccs2)CC1
    -7%, i, 6%, 11%, -3%, 0.0%, -1%, 12%, 4%
- CN(C)c1ncc(S(=O)(=O)c2ccccc2)c(=O)[nH]1
    /, i, 3%, -19%, 7%, -0.9%, -6%, 4%, 0%
- O=C(NCCNC(=O)c1cc(OCC(F)(F)F)ccc1OCC(F)(F)F)Nc1ccc(OC(F)(F)F)cc1
    -16%, i, -6%, -4%, ?, -0.4%, -22%, -1%, /
- Oc1c(CN2CCc3ccccc3C2)cc(Cl)c2cccnc12
    5.6µM*, 4µM*, 6%, 5.6µM*, ?, ?, -56%, -27%, -2%
- Cc1cc(C)cc(NC(=O)CCN2C(=O)c3ccccc3S2(=O)=O)c1
    -24%, i, 5%, 0%, 4%, -0.4%, -14%, -1%, 1%
- CCCNC(=O)c1ccc(CN2CCc3ccccc3C2)cc1
    7%, i, -9%, -1%, 1%, 0.2%, -16%, /, 4%
- COCCNC(=S)Nc1ccc2nc(N3CCOCC3)cc(C)c2c1
    -8%, i, 16%, -10%, -8%, 3.9%, 4%, -22%, 1%
- CCc1cnc2c(c1SC(C(C)=O)C(=O)N(C)C)c(=O)n(C)c(=O)n2C (configuration not stated)
    ?, /, /, 0%, /, 22%, 3%, /, -6%
- COc1ccc(CC(=O)c2ccc(OC3OC(CO)C(O)C(O)C3O)cc2O)cc1 (configuration not stated)
    85%[activator], i, -12%, 6%, 1%, -0.3%, -3%, ?, -6%
- CN(Cc1nc(-c2ccccc2)no1)C(=O)c1ccc2c(c1)OCO2
    1%, i, 0%, 1%, ?, 1.1%, -32%, 3%, -2%
- Cc1ccc(-c2cn3c(n2)sc2cc(C(=O)NC4CCCc5ccccc54)ccc23)cc1 (configuration not stated)
    /, /, /, 33%[activator], /, 6.1%, 0%, 20%, 3%
- COc1ccc(-c2nnc(SCC(=O)Nc3cccc(C(F)(F)F)c3)nc2-c2ccc(OC)cc2)cc1
    /, /, /, -1%, /, 1.5%, -17%, /, -2%
- CC1(c2ccc(Cl)cc2Cl)OCC(Cn2ccnc2)O1 (configuration not stated)
    -16%, i, -4%, 0%, ?, 0.4%, -34%, ?, -14%
- O=C(CCNS(=O)(=O)c1cccs1)N1CCN(c2cccc(Cl)c2)CC1
    2%, ?, -6%, 19%, 27%, -0.8%, 3%, ?, -5%
- F[B-](F)(F)c1cc2ccccc2s1
    -7%, i, -4%, 24%, 4%, 1.2%, -30%, -5%, -1%
- COc1ccc(N2CC(C(=O)OC(C)C(=O)c3ccccc3)CC2=O)cc1 (configuration not stated)
    12%[11.3 µM], i, 7%, -13%, 0%, -0.1%, -1%, 9%, -3%
- CCN(C(=O)COC(=O)c1oc2ccc(OC)cc2c1C)C1CCCCC1
    1%, i, 2%, -12%, 7%, -0.6%, 3%, 5%, -10%
- CC(C)(C)OC(=O)C[C@@H]1C/C=C\C[C@@H](CC(=O)N[C@@H](CO)Cc2ccccc2)C(=O)N2CCC[C@@H]2COC1=O
    1%, i, 6%, -8%, -7%, -0.6%, 1%, 1%, -1%
- COc1ccc(N2CCC(CNC(=O)Nc3ccc(Cl)cc3)C2)cc1 (configuration not stated)
    /, i, 4%, ?, 3%, 0.4%, -62%, 0%, 0%
- O=C(COC(=O)CNC(=O)c1ccccc1F)Nc1ccc2c(c1)OCCO2
    -19%, i, 5%, -12%, 10%, -0.8%, -14%, 5%, -3%
- COC(=O)c1cccc(-n2c(C)cc(C=O)c2C)c1
    11%, i, -3%, 4%, -1%, -0.9%, 6%, 5%, -2%
- COc1cc(/C=N/NC(=O)c2ccc(O)cc2)ccc1OCC(=O)Nc1cccc([N+](=O)[O-])c1
    -17%, i, 14%, 4%, 6%, 9.9%, 8%, -20%, -10%
- CCC1(C(=O)OC)CCc2c(cc(OC)c3ccccc23)C1=O (configuration not stated)
    -7%, i, -29%, -8%, ?, 2.2%, -11%, -22%, 5%
- C[C@@H](CN1C(=O)C(=O)NC[C@@H]1Cc1ccc(O)cc1)NC(=O)Cc1ccccc1
    5%, i, 6%, -18%, 8%, -0.1%, -27%, 4%, -2%
- COCCN1C(=O)c2[nH]nc(-c3ccccc3O)c2C1c1ccc(OC)cc1 (configuration not stated)
    1%, i, -23%, 5%, 16%, 0.2%, 6%, 1%, -3%
- CCn1c(CSc2nc3ccccc3s2)nc2ccccc21
    4%, i, -1%, ?, ?, 0.6%, -17%, ?, -26%
- CC(O)CNC(=O)Cc1cc(=O)[nH]c(=O)[nH]1 (configuration not stated)
    /, i, 1%, -19%, 1%, -0.1%, -5%, 3%, -7%
- O=C(Nc1cccc(NC(=O)c2cccs2)c1)c1ccc(F)cc1
    -24%, ?, -2%, -13%, 4%, ?, -21%, ?, 10%
- COc1cc(NC(=O)c2cc(S(=O)(=O)N3CCc4ccccc43)cn2C)cc(OC)c1OC
    10%, i, 1%, 13%&6%, 2%, 3.7%&13%, -11%&-26%, -18%&-3%, 7%&14%
- CC1(C)SC2c3ccccc3C(=O)N2[C@@H]1C(=O)O (some centres not stated)
    6%, i, 1%, 0%, 5%, -0.4%, 1%, 10%, 1%
- Cc1ccnc(SCCn2c(N3CCN(c4ccccc4)CC3)nc3c2c(=O)[nH]c(=O)n3C)n1
    1%, i, -8%, 11%, 1%, -2.5%, 3%, -27%, 4%
- C=C(C)C(=O)Nc1cccc(C2=NOC3(C2)C[C@@H](C(N)=O)N(C(=O)/C=C/C=C/C)C3)c1 (some centres not stated)
    1%, i, 8%, 0%, -4%, 0.0%, 2%, -4%, 0%
- Cc1ccc(CNC(=O)c2ccc(-n3cnc4cccnc43)cc2)cc1
    2%, i, /, 14%, /, -1.8%, -1%, -8%, 11%
- N#Cc1ccc(N2CCN(C(=O)c3cccc(F)c3)CC2)c(F)c1
    -4%, i, -2%, -1%, -8%, 3.8%, -4%, -3%, -2%
- COc1ccc2c(c1)CCc1sc(NC(=O)c3cccc(Br)c3)nc1-2
    ?, i, /, -28%, /, -0.6%, -14%, /, 1%
- COc1ccccc1CNC(=O)c1cccc(S(=O)(=O)N2CCN(C)CC2)c1
    -16%, i, 12%, 3%, -2%, 0.0%, 4%, 4%, -6%
- O=C(NC1CC1)c1ccc2c(c1)N(Cc1ccc(Cl)cc1)CCS2
    -7%, i, 0%, ?, 17%, -0.7%, -22%, ?, -17%
- CCn1c(C(=O)NCCCN2CCc3ccccc3C2)cc2sccc21
    -12%, ?, 6%, -19%, 6%, 3.9%, -33%, 4%, -8%
- O=C(NCCCn1ccnc1)c1ccc(OCC(F)(F)F)cc1
    -2%, i, 0%, -1%, -11%, 1.9%, -7%, 6%, 0%
- CCOC(=O)c1cc(NC(=O)c2ccc(F)cc2)c(=O)n2c1oc1ccccc12
    -8%, i, /, 4%, /, -0.5%, -4%, -17%, -5%
- COc1ccc(CNC(=O)c2ccc(-n3cncn3)c3ccoc23)cc1OC
    13%, i, -8%, 15%, /, -0.8%[9.22 µM], 10%, /, /
- CCc1nc2ccccc2n1CC(C)C(=O)O (configuration not stated)
    1%, i, 8%, -13%, ?, -0.3%, -40%, 2%, 0%
- CN(C)/C=C/c1[nH]c(=O)[nH]c(=O)c1[N+](=O)[O-]
    /, i, -7%, 4%, -3%, -2.2%, 9%, 0%, -8%

A different layout for some results above:
mol	ATXN2 expr inh	ATXN viability	EPAC2 antagonist	TGFb SMAD3 inh	MCF10A rereplic	Nrf2 ARE act	HepG2 tox	Nrf2 block	A549 viability
CCc1nc2ccccc2n1CC(C)C(=O)O (configuration not stated)	1%	i	8%	-13%	?	-0.3%	-40%	2%	0%
CN(C)/C=C/c1[nH]c(=O)[nH]c(=O)c1[N+](=O)[O-]	/	i	-7%	4%	-3%	-2.2%	9%	0%	-8%

Screening results from PubChem BioAssay.
